# Bioassay records as filed in PubChem BioAssay.
# L3MBTL1 inh = blocks human L3MBTL1; Q9Y468; AlphaScreen L3MBTL1–H3K9me1 peptide binding; Potency, µM (highest dose often 57.1 µM), for the others: top-dose activity, negative = inhibition, usual class: inhibitors; actives 0.66% (n = 230,000); AID 485360; active = well fitted inhibition curve with a large enough effect; inconclusive = small, poorly fitted or top-dose-only effect; inactive = no such curve, though single readings can be large or run the other way; also: nearly all actives have a fitted effect of over 60% in size
# Target sequence (Q9Y468 whole entry, looked up): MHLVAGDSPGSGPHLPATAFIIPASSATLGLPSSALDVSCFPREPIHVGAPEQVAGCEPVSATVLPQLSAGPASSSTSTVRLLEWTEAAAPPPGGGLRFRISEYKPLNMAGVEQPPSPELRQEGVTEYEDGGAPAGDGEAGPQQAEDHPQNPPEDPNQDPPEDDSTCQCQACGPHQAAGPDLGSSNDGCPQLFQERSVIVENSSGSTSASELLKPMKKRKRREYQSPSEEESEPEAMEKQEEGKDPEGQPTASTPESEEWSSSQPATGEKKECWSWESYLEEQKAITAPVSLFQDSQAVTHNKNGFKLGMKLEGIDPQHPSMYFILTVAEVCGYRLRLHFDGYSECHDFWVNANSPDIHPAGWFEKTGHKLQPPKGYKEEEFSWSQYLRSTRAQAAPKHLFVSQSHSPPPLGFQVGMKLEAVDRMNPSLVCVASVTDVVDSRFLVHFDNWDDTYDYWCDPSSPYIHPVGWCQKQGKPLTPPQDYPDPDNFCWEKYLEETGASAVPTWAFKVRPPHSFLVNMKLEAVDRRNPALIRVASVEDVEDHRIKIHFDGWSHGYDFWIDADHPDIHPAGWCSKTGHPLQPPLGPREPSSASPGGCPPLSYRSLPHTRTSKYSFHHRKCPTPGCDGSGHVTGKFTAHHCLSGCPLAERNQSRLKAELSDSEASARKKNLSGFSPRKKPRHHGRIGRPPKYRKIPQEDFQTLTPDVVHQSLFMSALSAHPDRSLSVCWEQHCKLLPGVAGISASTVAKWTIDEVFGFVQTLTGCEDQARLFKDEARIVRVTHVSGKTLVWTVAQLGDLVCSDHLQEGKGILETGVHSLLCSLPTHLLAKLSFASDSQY
#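 L3MBTL1 50 nM + b-AHA-H3(1-15)K9me1 75 nM, 30 min RT; compound added, 30 min RT; streptavidin donor/Ni-chelate acceptor beads 10 ug/mL each final, 30 min RT dark; AlphaScreen read.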
# * = called active by the depositor; ? = inconclusive; [ ] = another dose, or the depositor's remark. % is scaled to controls: 0 for no effect and ±100 for the full control effect; potency is read from the fitted curve at half-maximal effect. This is a subset (hit frequency here may not be typical).
entry	Structure	L3MBTL1 inh
1	CC1CC(C)CN(S(=O)(=O)c2ccc(C(=O)NNC(=O)c3ccccc3F)cc2)C1 (centres undefined)	4.2%
2	O=C(NOCc1ccccc1)c1coc(-c2ccccc2)n1	4.0%
3	Cc1cc(C)cc(C(=O)NC(CC(N)=O)c2ccc(N3CCN(C)CC3)c([N+](=O)[O-])c2)c1 (centres undefined)	-4.4%
4	CC1CCCN(S(=O)(=O)c2ccc(C(=O)NC(C)c3ccccc3)cc2)C1 (centres undefined)	2.6%
5	COc1ccc(CCNC(=O)c2ccccc2)cc1	2.1%
6	CC(OC(=O)CNC(=O)c1sc2ccccc2c1Cl)C(=O)NC1(C#N)CCCCC1 (centres undefined)	1.5%
7	COc1ccc(NC(=O)c2cc(S(=O)(=O)N3CCCCC3)c[nH]2)c(OC)c1	-8.2%
8	O=C(COC(=O)c1ccco1)Nc1ccc(Cl)cn1	-4.5%
9	COc1ccccc1CNC(c1ccccc1)c1ccccc1	34.4%[activator]
10	COc1ccc(NC(=O)CN(C)C(=O)C(Sc2ccccc2)c2ccccc2)cc1 (centres undefined)	1.0%
11	CSc1ccc(/C=C/C(=O)OCC(=O)N2CCc3ccccc32)cc1	7.7%
12	COC(=O)C1=C(C)N(Cc2ccccc2)C(=NCC(C)C)N[C@H]1c1ccccc1	5.5%
13	CC(C)(C)OC(=O)C[C@H]1C/C=C\C[C@H](CC(=O)N(CCO)Cc2ccccc2)C(=O)N[C@@H](Cc2ccccc2)COC1=O	-3.9%
14	O=C(CCCOc1ccccc1)Nc1ccc(Cl)c(S(=O)(=O)N2CCOCC2)c1	30.2%[activator]
15	Cc1nc(SCC(=O)Nc2ccc3[nH]c(=O)[nH]c3c2)nc(C)c1C	1.4%
16	CCOc1ccccc1C(=O)NC1CCNCC1	-2.7%
17	COc1ccc(NC(=O)C2CC(c3ccccc3Cl)=NO2)cc1 (centres undefined)	-3.4%
18	Cc1ccc(SC[C@H](Cc2ccccc2)N2CC[C@@H](NC(=O)OCc3ccccc3)CCC2=O)cc1	-7.0%
19	CC(OC(=O)C1CCCC1)C(=O)Nc1ccc(S(N)(=O)=O)cc1 (centres undefined)	-2.1%
20	CCOC(=O)C1=C(C)NC(=O)NC1/C=C\c1ccccc1 (centres undefined)	2.5%
21	O=C(NCC(=O)N1CCN(S(=O)(=O)c2ccccc2F)CC1)c1ccc2c(c1)OCO2	16.7%
22	Cc1ccc(S(=O)(=O)CCC(=O)NNC(=O)CN(C)S(=O)(=O)c2ccc(C)cc2)cc1	-0.5%
23	CN(CC(=O)Nc1ccc(OC(F)(F)F)cc1)C(=O)C1CCC1	-0.2%
24	CC(O)C(NC(=O)OCc1ccccc1)C(=O)OCc1ccccc1 (centres undefined)	6.0%
25	COc1ccc(Br)cc1C(=O)NC(=S)Nc1c(C)n(C)n(-c2ccccc2)c1=O	1.8%
26	COc1cc(NC(=O)C2=COCCO2)c(OC)cc1Cl	-17.7%
27	CC1CN(C(=O)CCCN2C(=O)c3ccccc3C2=O)CC(C)O1 (centres undefined)	0.2%
28	O=C(COC(=O)c1ccc[n+]([O-])c1)Nc1ccc([N+](=O)[O-])cc1Cl	-0.3%
29	CSc1ccccc1NC(=O)CN(C)C(=O)Cn1c(=O)oc2ccccc21	1.8%
30	CCOC(=O)[C@H]1[C@H]2COc3ccc(OC)cc3[C@@H]2N2C(=O)c3ccc(Cl)cc3NC(=O)[C@@]12C	-13.6%
31	Cc1ccc2nc(NC(=O)c3ccc(Br)o3)sc2c1	?
32	O=C(NCc1cccc(OC(F)(F)F)c1)c1ccc2c(c1)S(=O)(=O)c1cc(Cl)ccc1C2=O	-4.1%
33	CN(C)C(CNC(=O)CSc1nc2ccccc2c(=O)n1Cc1ccco1)c1ccccc1 (centres undefined)	-2.2%
34	COc1ccc(C(=O)Nc2cccc(S(=O)(=O)N3CCCC3)c2)cc1S(=O)(=O)N1CCOCC1	-0.9%
35	COc1cc(C(=O)OCC(=O)c2cc(C)n(CC3CCCO3)c2C)cc(OC)c1C (centres undefined)	-23.3%
36	Cc1ccc(S(=O)(=O)N(C)CC(=O)Nc2ccccc2N2CCCC2)cc1	-10.3%
37	Cc1ccc(S(=O)(=O)CCSc2cccc(C(=O)O)c2)cc1	9.2%
38	NC(=O)C1CCN(C(=O)c2ccccc2CCc2ccccc2)CC1	4.2%
39	CC1CCC2(CC1)NC(=O)N(CC(=O)NC1CCCCC1C)C2=O (centres undefined)	-0.9%
40	CC(=O)Nc1ccc(-c2csc(NC(=O)C3=COCCO3)n2)cc1	-3.1%
41	Cc1cc(C)c2c(n1)SCC(=O)N2CC(=O)Nc1cccc(Cl)c1	-4.9%
42	CN(Cc1ccccc1)S(=O)(=O)c1ccc2[nH]c(=O)ccc2c1	-12.9%
43	CCOc1ccccc1C1NC(=O)CCC1[N+](=O)[O-] (centres undefined)	1.9%
44	COC(=O)c1ccc(CNC(=O)CCC(=O)N2CCOCC2)cc1	-0.5%
45	O=C(Nc1ccc(O)c(C(=O)O)c1)c1cccc(NC(=O)c2ccco2)c1	8.9%
46	NS(=O)(=O)c1ccc(NC(=O)COC(=O)c2ccc(S(=O)(=O)N3CCOCC3)cc2)cc1	-4.5%
47	CCN1C(=O)[C@H]2[C@@H](c3ccc(-c4ccccc4)c(OC)c3)N[C@@](Cc3ccccc3)(C(=O)OC)[C@H]2C1=O	-4.3%
48	CCCN(Cc1nnc(-c2cccs2)o1)C(=O)c1cc(S(=O)(=O)N2CCOCC2)ccc1C	5.4%
49	CCOc1ccc(-c2cccc(NC(=O)c3ccc(Br)o3)c2)nn1	-0.7%
50	COc1ccccc1NC(=O)CSc1ccc(-c2ccc(-n3cccn3)cc2)nn1	-5.2%
51	Cc1ccc(C(=O)NCC(=O)N2CCCCCCC2)cc1C	3.8%
52	C=C(NC(C)=O)c1c(F)cccc1F	-0.5%
53	COc1ccccc1C1C(C(C)=O)=C(O)C(=O)N1c1ccc(O)cc1 (centres undefined)	-0.1%
54	CN1[C@@H]2CCC[C@H]1CC(NC(=O)c1nn(C)c3ccccc13)C2 (some centres undefined)	10.4%
55	CCOC(=O)N1CCN(C(=O)CSc2nc(=O)n3ccc(C)cc3n2)CC1	4.0%
56	CCOc1cccc(CN2CCCC(N3CCN(c4cccc(Cl)c4)CC3)C2)c1O (centres undefined)	-7.9%
57	Cc1ccc(S(=O)(=O)N2CCN(C(=O)COC(=O)CNC(=O)c3ccc(C(C)(C)C)cc3)CC2)c(C)c1	-5.7%
58	CC(=O)NC(CC(=O)OCC(=O)c1cc(C)ccc1C)c1ccccc1 (centres undefined)	-1.3%
59	COC(=O)c1c(N)sc(C(=O)NCCc2ccccc2)c1C	-8.7%
60	O=C(Nc1ccc2nc3n(c(=O)c2c1)CCCCC3)C(=O)N1CCN(c2ccccc2)CC1	4.4%

# New compounds follow
entry	Structure	L3MBTL1 inh
61	COc1ccccc1NS(=O)(=O)c1cccc(C(=O)OCC(=O)NC2CC2)c1	-4.4%
62	Cc1noc(C)c1COc1ccc(C(=O)Nc2ncccc2O)cc1	-26.0%
63	CC(C)N(C(=O)[C@H]1C[C@H](CC(=O)NC(C)(C)C)C(=O)N2CCc3c([nH]c4cc(-c5ccco5)ccc34)[C@]12C)C(C)C	-9.0%
64	CCN(C(=O)COC(=O)c1ccc([N+](=O)[O-])o1)C1CCCCC1	-5.4%
65	COc1cc(C#Cc2c(C=O)n(C)c3ccccc23)cc(OC)c1	15.0%
66	CCc1cc(=O)[nH]c(SCC(=O)N2CCC(Cc3ccccc3)CC2)n1	-6.4%
67	CC(C)(C)[C@H]1COC(=O)[C@H](Cc2ccc(F)cc2)CC/C=C/C[C@@H](CC(=O)N[C@H](CO)Cc2ccccc2)C(=O)N1	-3.3%
68	COc1ccc(S(=O)(=O)NCc2cccnc2)cc1	0.6%
69	COc1ccc(CN(C)CC(=O)Nc2ccccc2C(=O)NC2CC2)cc1	7.2%
70	O=C(OCC(=O)N1CCN(c2ccccc2)CC1)c1ccc([N+](=O)[O-])s1	?
71	S=C(c1ccc(OCc2ccccc2)cc1)N1CCCC1	-11.9%
72	O=C(Oc1cccc(Cl)c1)N1CCOCC1	-8.9%
73	Cc1ccc(S(=O)(=O)N2CCC(C(=O)NCCC3=CCCCC3)CC2)c(C)c1	-3.8%
74	CC(=O)C1=C(O)C(=O)N(c2ccc(O)cc2)C1c1cccc([N+](=O)[O-])c1 (centres undefined)	-1.6%
75	Cc1nc2ccc(NC(=O)C3=NN(C)C(=O)CC3)cc2s1	3.8%

# 4 compounds from above, ordered by the value under L3MBTL1 inh, highest first.
entry	Structure	L3MBTL1 inh
69	COc1ccc(CN(C)CC(=O)Nc2ccccc2C(=O)NC2CC2)cc1	7.2%
75	Cc1nc2ccc(NC(=O)C3=NN(C)C(=O)CC3)cc2s1	3.8%
73	Cc1ccc(S(=O)(=O)N2CCC(C(=O)NCCC3=CCCCC3)CC2)c(C)c1	-3.8%
71	S=C(c1ccc(OCc2ccccc2)cc1)N1CCCC1	-11.9%

# Other compounds follow:
entry	Structure	L3MBTL1 inh
76	COc1ccc(-c2csc(N(CCCN(C)C)C(=O)c3ccc(C(C)(C)C)cc3)n2)cc1	0.3%
77	COC(=O)c1cc(S(=O)(=O)N2CCCCC2)ccc1N1CCOCC1	8.7%
78	COc1ccc(S(=O)(=O)N2CCN3CCCC3C2)cc1 (centres undefined)	-5.2%
79	CC(C)=CCC/C(C)=C/CNC(=O)C[C@H]1C[C@H](C(=O)N2CCOCC2)[C@@]2(C)c3[nH]c4ccc(Cl)cc4c3CCN2C1=O	-10.4%
80	Cc1ccc(CN(C)C(=O)c2cccc(S(=O)(=O)N3CCCC3)c2)cc1	1.5%
81	O=C(NCC1CCCO1)c1cccc(NS(=O)(=O)c2ccccc2)c1 (centres undefined)	7.9%
82	COc1cccc(COC(=O)Cc2ccc(S(=O)(=O)N3CCOCC3)s2)c1OC	-9.1%
83	COC(=O)c1ccc(/C=C/C(=O)OCC(=O)Nc2ncc(Cl)cc2Cl)cc1	-2.0%
84	Cc1ccccc1-c1cc(C(=O)NCc2ccc(OC(F)(F)F)cc2)n(CC2CC(c3cccnc3)=NO2)n1 (centres undefined)	6.5%
85	CCC(C)NC(=O)C1CCN(S(=O)(=O)c2ccc3[nH]c(=O)ccc3c2)CC1 (centres undefined)	-6.0%
86	Cc1csc(=O)n1CCC(=O)OCC(=O)NCc1ccc(Cl)cc1Cl	-3.8%
87	CC(C)CCN(C(=O)C1CSC2(C)CCC(=O)N12)c1c(N)n(Cc2ccccc2)c(=O)[nH]c1=O (centres undefined)	1.5%
88	Cc1[nH]c2ccccc2c1-c1csc(N)n1	-10.7%
89	CCC(Cc1ccccc1)NC(=O)C1CCCCC1 (centres undefined)	3.4%
90	COc1ccc2c(c1)C(=O)N1[C@H]3c4cc(Br)ccc4OC[C@@H]3[C@H](c3ccccc3)[C@]1(C)C(=O)N2	-8.7%
91	CCCc1nc2ccccc2c(C(=O)N(CC)CC(=O)NCc2cccs2)c1CC	4.3%
92	COc1ccc(Cl)cc1NC(=O)CN(C)CC(=O)Nc1cccc(S(=O)(=O)N2CCCC2)c1	?
93	CS(=O)(=O)N(CC(=O)N1CCOCC1)c1cccc(F)c1	45.1%[activator]
94	Nc1cc[n+](CC(=O)c2ccccc2)cc1	-0.5%
95	Cc1ccc(C(=O)NC2CC2)cc1S(=O)(=O)N1CCOCC1	3.9%
96	CC(Oc1ccccc1)C(=O)Nc1nnc(S(=O)(=O)Nc2ccccc2)s1 (centres undefined)	-3.8%
97	COc1ccc(-c2oc3ncnc(NCCCO)c3c2-c2ccc(OC)cc2)cc1	-11.6%
98	O=C(Cc1cccc([N+](=O)[O-])c1)Nc1cccc(C(=O)N2CCOCC2)c1	3.8%
99	CCN1C(=O)[C@@H]2[C@@H](c3ccc(-c4ccc(Cl)c(Cl)c4)cc3)N3CCC[C@@]3(C(=O)OC)[C@@H]2C1=O	-16.0%
100	CCc1ccc2[nH]c3nc(N/N=C/c4ccc(O)cc4O)nnc3c2c1	-3.9%
101	CC(C(=O)Nc1ccc2c(c1)OCCO2)N(C)CC(=O)Nc1ccccc1Br (centres undefined)	5.7%
102	O=S(=O)(NCC(c1ccc2c(c1)OCO2)N1CCOCC1)c1ccc(Br)cc1 (centres undefined)	2.6%
103	COc1ccc2c(c1)C(NS(=O)(=O)OCC(Cl)(Cl)Cl)CCC2 (centres undefined)	0.6%
104	Cc1oc(-c2ccccc2Cl)nc1CS(=O)(=O)CC(=O)N1CCOCC1	-0.2%
105	COC(=O)C1CCN(CC(=O)Nc2ccc(C(=O)Nc3ccccc3OC)cc2)CC1	1.9%

# Brought forward from above: two compounds, then new ones.
entry	Structure	L3MBTL1 inh
104	Cc1oc(-c2ccccc2Cl)nc1CS(=O)(=O)CC(=O)N1CCOCC1	-0.2%
105	COC(=O)C1CCN(CC(=O)Nc2ccc(C(=O)Nc3ccccc3OC)cc2)CC1	1.9%
106	Cc1cc(C)c(S(=O)(=O)N2CCN(C(=O)N3CCCCC3)CC2)c(C)c1	2.9%
107	Cc1ccc(S(=O)(=O)c2nc(Cc3ccccc3)oc2N2CCOCC2)cc1	3.4%
108	CSCC[C@H](NS(=O)(=O)c1ccc(C)cc1)C(=O)N1CCC(C(=O)N[C@@H](C)C(=O)O)CC1	5.5%
109	Cc1cc(Cn2nnc3ccccc32)c(O)c(C(C)(C)C)c1	8.9%
110	O=C(Nc1cccc(Cl)c1)C1COc2ccccc2O1 (centres undefined)	6.9%
111	COc1ccc(CNc2ncc(-c3ccccc3)n2C)c(OC)c1OC	-2.7%
112	COC(=O)c1ccc(C(=O)Nc2ccc(F)cc2)cc1	24.9%
113	CC1CCN(C(=O)COC(=O)C23CC4CC(CC(O)(C4)C2)C3)CC1	4.2%
114	O=C(CN1CCN(C(=O)c2cccc(-n3cnnn3)c2)CC1)Nc1ccccc1Cl	-2.8%
115	CCCNC(=O)C1CC(=O)N(c2ccc(OCc3ccc(F)cc3)cc2)C1 (centres undefined)	0.1%
